MC4R antag cAMP: human MC4R antagonism in cAMP assay | P32245 | MC4R-expressing cells, MTII-stimulated cAMP, LANCE TR-FRET | inhibition, % at 6.5 µM | hit rate 0.48% among 360,000 | AID 540295;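 active = inhibition above its plate's cutoff, the mean of tested wells on that plate plus 3 SD, cut at about 29% in these data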;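 note: 0% = Melanotan II alone and 100% = Melanotan II plus saturating MCL0020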
Target sequence (P32245 whole entry, looked up): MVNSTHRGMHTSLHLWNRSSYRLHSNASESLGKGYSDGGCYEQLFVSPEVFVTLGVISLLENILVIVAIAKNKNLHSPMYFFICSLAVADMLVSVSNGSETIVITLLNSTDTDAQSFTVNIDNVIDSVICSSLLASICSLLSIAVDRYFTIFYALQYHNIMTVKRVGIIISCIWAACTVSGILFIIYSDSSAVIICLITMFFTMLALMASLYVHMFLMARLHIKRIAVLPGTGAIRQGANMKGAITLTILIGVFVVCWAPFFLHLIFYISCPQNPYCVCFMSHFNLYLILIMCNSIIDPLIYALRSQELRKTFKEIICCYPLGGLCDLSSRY
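System: U2OS cells stably expressing human melanocortin 4 receptor (MC4R). Reagent: Melanotan II challenge after compound preincubation. Doses: 6.5 µM. Times: 30-min compound, 1-h challenge, 1-h detection, room temperature. Measured by: TR-FRET with Eu-cAMP and labeled anti-cAMP, 671 nm. Replicates: singlicate.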
PDI turbidity: blocks human protein disulfide isomerase activity; AID 588391; hit rate 0.052% among 350,000; PDI insulin aggregation turbidity, A650, 90 min; P07237; inhibition, % at 10 µM;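 active = mean inhibition across replicates of 30% or more, whatever share of single replicates reach that level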;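 note: absorbance from insulin aggregation driven by PDI reduction with DTT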
Target sequence (P07237 whole entry, looked up): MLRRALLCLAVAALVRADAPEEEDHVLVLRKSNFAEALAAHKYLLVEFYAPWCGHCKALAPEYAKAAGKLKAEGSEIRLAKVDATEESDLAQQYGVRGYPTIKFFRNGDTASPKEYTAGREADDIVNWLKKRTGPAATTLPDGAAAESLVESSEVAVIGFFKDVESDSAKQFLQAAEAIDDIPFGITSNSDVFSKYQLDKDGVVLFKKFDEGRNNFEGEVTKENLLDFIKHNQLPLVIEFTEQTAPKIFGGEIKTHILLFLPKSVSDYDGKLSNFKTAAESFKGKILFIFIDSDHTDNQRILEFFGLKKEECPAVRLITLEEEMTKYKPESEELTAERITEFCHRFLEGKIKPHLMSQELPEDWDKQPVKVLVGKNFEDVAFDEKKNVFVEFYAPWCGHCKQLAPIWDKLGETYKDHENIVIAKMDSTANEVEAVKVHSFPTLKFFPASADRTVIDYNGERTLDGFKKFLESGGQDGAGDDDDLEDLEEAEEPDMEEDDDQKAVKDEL
MC4R ag barr: agonists of human melanocortin 4 receptor (MC4R) beta-arrestin | P32245 | U2OS MC4R beta-arrestin complementation, luminescence; percent of melanotan II response, DMSO zero | activation, % at 8.9 µM | hit rate 0.98% among 360,000 | AID 540308;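 active = activation above a per-plate cutoff, the mean activation of sample wells on that plate plus 3 SD, cut at about 8% in these data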
ABCB6 inh MLPCN: human ABCB6 transporter inhibition | Q9NP58 | K562-ABCB6 porphyrin accumulation, flow cytometry, 1 h; stronger effect = lower value | fluorescence ratio to DMSO, % at 10 µM | hit rate 0.19% among 360,000 | AID 602162;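 active = fluorescence ratio to DMSO below 75%, the collection mean minus 3 SD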;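 note: signal is porphyrin accumulated inside mitochondria; 100% equals median channel fluorescence of DMSO control wells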
Glyco luc inh: blocks N-linked glycosylation in D54 reporter cells; reporter increase, % at 12.5 µM; hit rate 0.23% among 360,000; AID 588692; D54 ERlucT glycosylation luciferase reporter, 24 h; percent of 100 nM tunicamycin response;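 active = mean luciferase reporter signal, scaled so untreated is 0 and the glycosylation-blocking control 100, at or above a set limit in every replicate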;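 note: luciferase carries N-glycosylation sites so blocking glycosylation raises the light; 0% = median of neutral control wells and 100% = median of 100 nM tunicamycin wells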
Granule exo inh: lytic granule exocytosis inhibition; inhibition, % at 10 µM; TALL-104 LAMP-1 surface exposure, flow cytometry; cells stimulated with thapsigargin and PMA; hit rate 0.66% among 360,000;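 active = inhibition above about 55%, limit read from the data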
CaV13 ICDI inh: Primary screen for inhibitors of IQ motif and Ca2+-dependent inactivation inhibitor domain binding in CACNA1D, Förster resonance energy transfer in living cells, …; HEK cells, CFP/YFP FRET ICDI-IQ, plate reader, 10 min; percent FRET-ratio fall versus neutral wells; inhibition, % at 12.3 µM; hit rate 0.098% among 340,000; AID 743397;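 active = mean replicate inhibition of at least 30% and at least 1% of replicates passing that level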;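 note: 0% = median of the neutral control wells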
H9c2 protect: modulators protecting cardiomyocytes from myocardial damage. protection from H2O2 cell death, % at 20 µM. hit rate 0.63% among 360,000. H9c2 cardiomyocytes, H2O2 injury protection, ATPLite, 2 h;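 active = compounds giving at least 50% protection of heart cells from peroxide-induced death in the single-dose screen, raw or plate-pattern-corrected value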;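 note: 0% = DMSO wells with peroxide and 100% = DMSO wells without peroxide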
ABHD5-PLIN5 inh: inhibitors of human ABHD5-perilipin-5 interaction | Split G. princeps luciferase complementation, luminescence, 4 h | hit rate 0.78% among 360,000 | AID 602281 | inhibition, % at 4 µM;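 active = inhibition above the mean inhibition across every tested compound plus 3 SD, cut at about 22% in these data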;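 note: 0% = DMSO only wells and the 100% control is not disclosed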
m5-HT2A agonist: agonists of mouse serotonin 5-HT2A receptor (HTR2A); hit rate 0.66% among 360,000; P35363; AID 624169; CHO-K1 mHTR2A beta-arrestin complementation, luminescence; percent of 30 µM serotonin response; activation, % at 7.6 µM;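 active = activation above a run cutoff, the mean activation of all tested compounds plus 3 SD, cut at about 14% in these data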;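 note: 0% = plate median of compound wells and 100% = 30 µM serotonin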
* = called active by the depositor; · = not tested or not shown. An excerpt; rates above refer to the full screens.

SMILES	MC4R antag cAMP	PDI turbidity	MC4R ag barr	ABCB6 inh MLPCN	Glyco luc inh	Granule exo inh	CaV13 ICDI inh	H9c2 protect	ABHD5-PLIN5 inh	m5-HT2A agonist
CC(c1ccccc1)(c1ccccc1)c1ccncc1	1	16	-0.5	99	-6	-1	-2	-12	1	-1
CCC12CN3CCN(CC(C3)C1O)C2 (configuration not stated)	3	-1	4.0	108	2	2	-3	1	3	4
CN(C)CC#CCn1c2ccccc2c2ccccc21	-1	3	-0.2	92	0	10	-5	6	9	-9
O=C1N(c2ccccc2)C(c2cccnc2)N2CCCN12 (configuration not stated)	2	-3	-0.4	99	-2	1	-3	-5	0	-3
CCOc1ccc(NC(=O)c2c(O)[nH]c(=O)[nH]c2=O)cc1	7	-4	-0.8	98	2	0	-12	-1	-3	6
C=CCn1c(O)c(C=NCCN2CCNCC2)c(=O)[nH]c1=O	-1	6	-2.1	92	2	0	-5	7	-10	1
N#CC1(c2ccccc2)CCN(C2CC(=O)N(c3ccc(F)cc3)C2=O)CC1 (configuration not stated)	-5	-2	0.3	98	1	7	-4	-2	-3	2
CCOC(=O)c1c(C=O)c2ccccc2n1Cc1ccccc1F	18	3	2.2	101	-2	7	-20	-2	5	-14
COCCNC(=O)c1c(NC(=O)c2ccc(Br)o2)n(Cc2ccccc2)c2nc3ccccc3nc12	-8	8	-1.6	106	-1	-2	-4	11	-9	-2
Cc1cc(C(=O)CS(=O)(=O)c2ccccc2)cc(C)c1OC(=O)N(C)C	7	0	-2.8	100	-9	-4	-1	-13	-4	2
COC(=O)CC1(CC(=O)OC)C(=O)NC(=O)NC1=O	-4	-8	-1.1	86	-1	-2	-4	7	1	-1
O=C1/C(=C\c2ccc([N+](=O)[O-])cc2)N2CCC1CC2	11	10	-0.2	98	-3	32	-3	11	8	1
O=c1c2ccccc2nc(/C=C/c2ccco2)n1-c1ccccc1O	3	2	-0.8	98	-1	-6	-6	9	19	6
CCC(=O)O[C@H]1CC[C@H]2[C@@H]3CCC4=CC(=O)CC[C@]4(C)[C@H]3CC[C@]12C	13	-2	2.2	96	-4	-3	·	-2	6	-3
Clc1ccc(C2NCCc3[nH]cnc32)cc1 (configuration not stated)	-5	9	-0.5	91	-2	7	-1	3	3	-1

Overlap with the part before: 2 entries; new compounds follow.
SMILES	MC4R antag cAMP	PDI turbidity	MC4R ag barr	ABCB6 inh MLPCN	Glyco luc inh	Granule exo inh	CaV13 ICDI inh	H9c2 protect	ABHD5-PLIN5 inh	m5-HT2A agonist
CCC(=O)O[C@H]1CC[C@H]2[C@@H]3CCC4=CC(=O)CC[C@]4(C)[C@H]3CC[C@]12C	13	-2	2.2	96	-4	-3	·	-2	6	-3
Clc1ccc(C2NCCc3[nH]cnc32)cc1 (configuration not stated)	-5	9	-0.5	91	-2	7	-1	3	3	-1
COc1cccc(OP(=O)(Nc2ccccc2)Oc2cccc(OC)c2)c1	8	-4	3.3	93	-5	21	·	70*	-1	5
O=C1NC(=S)NC(=O)C1=Cc1ccc(OCc2ccccc2)cc1	0	-3	-0.8	94	-3	-11	-9	-4	-7	-7
CN1C(=O)C(=Cc2ccccc2OCc2ccccc2Cl)C(=O)N(C)C1=O	-5	19	0.2	104	3	3	-5	-2	21	-2
CN1C(=O)NC(=O)[C@]2(Cc3ccccc3N3CCN(c4ccccc4)CC32)C1=O (some centres not stated)	-2	13	-1.4	98	-2	2	-4	1	-8	17*
CCOP(=O)(OCC)C(O)c1ccc(Br)cc1 (configuration not stated)	12	-1	-1.5	100	0	-3	·	-25	-2	-3
O[C@@H]1CCCN2CCc3c([nH]c4ccccc34)[C@H]12	2	·	-0.6	104	-2	2	·	0	0	0
COC(=O)C1=C(c2ccccc2)C[C@@H]2CC[C@H]1N2C(=O)N1CCOCC1	13	8	-0.9	98	-1	5	-11	6	3	4
CCNc1nc(NC(C)(C)C)nc(SC)n1	4	3	-0.1	88	1	-2	-6	-5	-3	0
CC12CCC3C(CC=C4CC(O)CCC43C)C1CC(=CN1CCOCC1)C2=O (configuration not stated)	5	3	-0.3	99	-1	-1	-6	-3	7	0
COC(=O)C1=C(c2ccc(OC)c(OC)c2)C[C@@H]2CC[C@H]1N2C(=O)NCCOc1ccccc1Cl	6	1	-0.5	100	-2	-2	-4	-6	5	-9
CCC1(C)CC(CCNCc2ccc(N(C)C)cc2)(c2ccc(F)cc2)CCO1 (configuration not stated)	-7	4	5.7	99	-4	5	-5	-1	3	-6
O=S1c2ccccc2-c2ccccc21	10	21	-2.5	99	0	-2	-10	0	6	1
CCOP(=O)(OCC)C(NC(=O)CN1C(=O)c2ccccc2S1(=O)=O)C(Cl)(Cl)Cl (configuration not stated)	4	3	0.6	99	1	-2	-3	0	5	3
CC1C2Cn3c(nc4ccccc43)C1N(C)O2 (configuration not stated)	0	-3	-0.1	98	2	-10	-5	12	-1	1
CCC(C)n1c(C)cc(C(N)=O)c1C (configuration not stated)	-5	7	-0.5	95	4	0	-2	6	0	3
C#C[C@]1(O)CCC2C3C(CC[C@@]21C)[C@@]1(C)CC[C@@H](O)CC1=C[C@H]3O (some centres not stated)	-3	6	-0.9	109	0	-10	-9	0	-4	1
O=[N+]([O-])[N-][n+]1cnn(Cc2ccc(Cl)cc2)c1	1	2	-3.3	96	2	1	-4	8	3	6
N#CCC(=O)NN1Cc2ccccc2C1=N	12	-2	-3.0	108	2	0	1	-4	6	3
COc1ccc(OC)c(CN2CCN(C(=O)Cc3ccccc3)CC2)c1	2	-1	-0.4	107	0	0	-4	3	-9	-1
O=c1[nH]c(=O)n(CCC2=CCCCC2)c(O)c1C=NC1CCN(Cc2ccccc2)CC1	2	1	0.7	95	0	-1	·	-13	-3	-5
Cc1onc(-c2c(Cl)cccc2Cl)c1C(=O)Nc1ccc2c(C(F)(F)F)cc(=O)oc2c1	14	-2	-0.6	97	-3	-15	-14	0	2	7
Cc1cc(/C=C2/C(=O)NC(=O)N(Cc3ccco3)C2=O)c(C)n1-c1ccccc1	7	-12	4.5	111	0	11	-9	-6	-3	1

Gathered by group: the compounds so far with a carbonyl joined to an NH by a bond outside any ring
SMILES	MC4R antag cAMP	PDI turbidity	MC4R ag barr	ABCB6 inh MLPCN	Glyco luc inh	Granule exo inh	CaV13 ICDI inh	H9c2 protect	ABHD5-PLIN5 inh	m5-HT2A agonist
CCOc1ccc(NC(=O)c2c(O)[nH]c(=O)[nH]c2=O)cc1	7	-4	-0.8	98	2	0	-12	-1	-3	6
COCCNC(=O)c1c(NC(=O)c2ccc(Br)o2)n(Cc2ccccc2)c2nc3ccccc3nc12	-8	8	-1.6	106	-1	-2	-4	11	-9	-2
COC(=O)C1=C(c2ccc(OC)c(OC)c2)C[C@@H]2CC[C@H]1N2C(=O)NCCOc1ccccc1Cl	6	1	-0.5	100	-2	-2	-4	-6	5	-9
CCOP(=O)(OCC)C(NC(=O)CN1C(=O)c2ccccc2S1(=O)=O)C(Cl)(Cl)Cl (configuration not stated)	4	3	0.6	99	1	-2	-3	0	5	3
CCC(C)n1c(C)cc(C(N)=O)c1C (configuration not stated)	-5	7	-0.5	95	4	0	-2	6	0	3
N#CCC(=O)NN1Cc2ccccc2C1=N	12	-2	-3.0	108	2	0	1	-4	6	3
Cc1onc(-c2c(Cl)cccc2Cl)c1C(=O)Nc1ccc2c(C(F)(F)F)cc(=O)oc2c1	14	-2	-0.6	97	-3	-15	-14	0	2	7

From PubChem BioAssay
